PTPN22 act: activators of human LYP (PTPN22) phosphatase; Q9Y2R2; recombinant LYP, DiFMUP fluorescence; 0 = plate median, 100 = signal doubled; activation, % at 2 µM; 96,000 compounds, 0.11% hits;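 active = activation at 2 µM above a set limit, the mean plus 5 SD, cut at about 37% in these data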
sEH inhibitor: soluble epoxide hydrolase (human) inhibition; inhibition, % at 2 µM; recombinant human sEH enzymatic activity assay; AID 707; P34913; 91,000 compounds, 0.34% hits; in the data active = inhibition above about 80%; note: values of inactives mirror those of a sister screen read the other way; many of its hits are not listed in these tables
HUVEC inhibit: human endothelial cell proliferation inhibition | viability, % at 10 µM (by protocol) | AID 648 | HUVEC proliferation, CellTiter-Glo luminescence, 72 h; hits give low values | 86,000 compounds, 1.1% hits;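 active = viability at or below 30%; inactive = viability above 30%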;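 note: 100% = median luminescence of DMSO-only cell control wells on each plate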
H69AR growth 86K: growth inhibitors of human H69AR lung tumor cells. H69AR lung tumor viability, ATP luminescence, 72 h; hits give low values. viability, % at 10 µM. 85,000 compounds, 6% hits;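 active = viability at or below 40%; inactive = viability above 40%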;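 note: multidrug resistant small cell line overexpressing MRP-1 efflux transporter; 100% = mean luminescence of untreated control wells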
Fibroblast inh: blocks proliferation of human lung fibroblasts | viability, % at 10 µM | LL 47 human lung fibroblast viability, ATP luminescence; hits give low values | 85,000 compounds, 1.1% hits | AID 719;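 active = viability at or below 50% in the single dose screen; inactive = viability above 50%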;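 note: compound exposure lasted 72 h before the ATP readout; 100% = median luminescence of untreated cell-only wells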
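Assay system: human lung fibroblast line LL 47, low passage. Input: 1,150 fibroblasts seeded per well. Times: overnight cell rest, 72 h compound treatment at 37 °C. Evaluation: % viability of median cell-only signal. Technique: luminescent ATP detection, CellTiter-Glo. Control set: cell-only wells, no compound.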
PostGolgi ctrl: yeast control strain growth, post-Golgi counter-screen; efflux-deficient yeast background strain, growth absorbance A615, 16 h; inhibition, % at 10 µM; 98,000 compounds, 5% hits; in the data active = inhibition above about 30%
S1P2 ag: activates the human S1P2 receptor | S1P2-expressing cell line, agonist reporter read-out | activation, % at 4.5 µM | O95136 | AID 729 | 97,000 compounds, 0.46% hits; in the data active = activation above about 16%;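 note: 0% = vehicle low control and 100% = maximal reference agonist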
Target sequence (O95136 whole entry, looked up): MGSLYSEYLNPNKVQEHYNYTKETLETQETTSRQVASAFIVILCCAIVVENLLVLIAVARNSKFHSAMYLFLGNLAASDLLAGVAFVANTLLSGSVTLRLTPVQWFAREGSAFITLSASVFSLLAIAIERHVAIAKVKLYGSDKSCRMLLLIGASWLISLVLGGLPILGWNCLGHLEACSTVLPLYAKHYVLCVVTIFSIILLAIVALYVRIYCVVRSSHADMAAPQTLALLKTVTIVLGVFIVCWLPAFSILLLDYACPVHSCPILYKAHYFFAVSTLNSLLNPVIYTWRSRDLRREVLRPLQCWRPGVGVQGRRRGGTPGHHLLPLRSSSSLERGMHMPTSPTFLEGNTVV
S1P2 antag: blocks the human S1P2 receptor; O95136; cell-based S1P2 antagonist assay, inhibition at 5 uM; inhibition, % at 5 µM; 97,000 compounds, 0.21% hits; AID 736; in the data active = inhibition above about 45%;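 note: CRE beta-lactamase reporter cells expressing human S1P2 stimulated with S1P; 0% = agonist at EC80 alone and 100% = agonist plus reference antagonist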
sEH activator: soluble epoxide hydrolase (human) activation. P34913. purified human sEH enzymatic activity, activator screen. activation, % at 2 µM. 91,000 compounds, 0.04% hits. AID 717; in the data active = activation above about 37%; note: values of inactives mirror those of a sister screen read the other way
Starred values were filed as active, the others as inactive. A portion of the library; count on the stated rates, not on these rows.

Codes – A = PTPN22 act; B = sEH inhibitor; C = HUVEC inhibit; D = H69AR growth 86K; E = Fibroblast inh; F = PostGolgi ctrl; G = S1P2 ag; H = S1P2 antag; I = sEH activator
CC(=O)NC(Cc1ccccc1)C(=O)O (configuration not stated)
  A = -0.6	B = 1.5	C = 98.6	D = 97.1	E = 105.9	F = 4.0	G = 0.7	H = 14.5	I = -3.1

CCOc1ccc(NC(=O)Cn2cc(C(=O)c3ccco3)c3ccccc32)cc1
  A = 0.4	B = 1.0	C = 83.3	D = 90.8	E = 100.8	F = 11.6	G = -3.5	H = -28.6	I = -0.9

CN1CCN(CCC(=O)N2c3ccccc3Sc3ccc(C(F)(F)F)cc32)CC1
  A = 4.8	B = -10.9	C = 85.0	D = 85.1	E = 90.9	F = 3.5	G = -0.9	H = -16.1	I = 11.1

O=C(CCN1CCC(c2ccccc2)C1)c1ccc2c(c1)OCCO2 (configuration not stated)
  A = -7.0	B = -3.2	C = 93.8	D = 58.2	E = 61.0	F = 14.6	G = -6.0	H = 21.2	I = 3.5

O=C(NCCc1c[nH]c2ccccc12)c1cccnc1
  A = -0.2	B = 5.2	C = 78.8	D = 78.7	E = 89.8	F = 9.2	G = -6.5	H = -17.2	I = -4.0

c1ccc(CC2=NCCN2)cc1
  A = 3.7	B = 11.1	C = 105.1	D = 79.3	E = 98.8	F = -3.9	G = -2.4	H = -12.8	I = -10.4

CCOc1ccc(C(=O)OCCN(CC)CC)cc1
  A = 0.1	B = -8.9	C = 101.0	D = 101.5	E = 98.4	F = 14.6	G = -4.1	H = -6.2	I = 8.2
